CCT chaperon mod: cytosolic chaperonin activity modulation | purified chaperonin ATPase assay, HTRF ADP detection, 30 min | activity change, % (concentration not given with the values), hits read low | actives 0.3% (n = 360,000); in the data active means activity change below about -30%; further: on the % scale 0 is the no-effect control and ±100 the full control effect
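Nucleotide hydrolysis assay: TRiC at 20–40 nM final (set by batch activity) with 10 uM ATP, 30 min at 37 °C, in presence of 76 uM compound. Detection by competitive ADP HTRF, 30 min ambient.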
EPAC1 ag: EPAC1 (human) agonism; O95398; EPAC1 agonist qHTS, biochemical assay; response scale: 100% = response to 6.5 mM cAMP; Potency, µM (series often up to 154 µM), for inactives: at the highest dose activation, usual class: activators; actives 0.073% (n = 360,000); further: potency means the concentration at half of the fitted maximal effect; nearly all actives have a fitted effect of over 60% in size
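Multi-concentration qHTS readout: loss of Rap1B-bound BODIPY-GDP fluorescence driven by 100 nM EPAC1 with excess GDP (50 uM), monitored kinetically at room temperature; agonist response expressed relative to 6.5 mM cAMP.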
PLK1 PBD block: PLK1 (human) polo-box domain binding inhibition. P53350. Plk1 PBD binding of FITC phosphopeptide, fluorescence polarization. Potency, µM, without a hit: max response, negative = inhibition, actives largely listed as inhibitors. actives 2.8% (n = 360,000). AID 720504; further: potency means the concentration at half of the fitted maximal effect; series mostly up to about 57 µM; on the % scale 0 is the no-effect control and ±100 the full control effect; nearly all actives have a fitted effect of over 65% in size
PI5P4K alpha inh: inhibitors of human PI5P4K alpha; P48426; PI5P4Kalpha enzyme, ADP-Glo luminescence, 60 min; hits give low values; max response, %; actives 1.2% (n = 330,000); active means max response of -50% or lower; inconclusive means between -30% and -50%; inactive means -30% or higher; further: value at the top dose of about 77 µM; on the % scale 0 is the no-effect control and ±100 the full control effect
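qHTS, 1536-well: enzyme/substrate mix, compound by pin tool, 5 microM ATP final; RT 60 min; ADP-Glo reagents 1 (45 min) then 2 (30 min); luminescence.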
WRN inhibitor: blocks human WRN helicase; Q14191; WRN helicase unwinding, fluorescent forked duplex, kinetic; Potency, µM (top dose mostly 114 µM), for the others: at the highest dose activity change, negative = inhibition, hits mostly inhibitors; actives 0.46% (n = 360,000); further: potency means the concentration at half of the fitted maximal effect; on the % scale 0 is the no-effect control and ±100 the full control effect; nearly all actives have a fitted effect of over 55% in size
Target sequence (Q14191 whole entry, looked up): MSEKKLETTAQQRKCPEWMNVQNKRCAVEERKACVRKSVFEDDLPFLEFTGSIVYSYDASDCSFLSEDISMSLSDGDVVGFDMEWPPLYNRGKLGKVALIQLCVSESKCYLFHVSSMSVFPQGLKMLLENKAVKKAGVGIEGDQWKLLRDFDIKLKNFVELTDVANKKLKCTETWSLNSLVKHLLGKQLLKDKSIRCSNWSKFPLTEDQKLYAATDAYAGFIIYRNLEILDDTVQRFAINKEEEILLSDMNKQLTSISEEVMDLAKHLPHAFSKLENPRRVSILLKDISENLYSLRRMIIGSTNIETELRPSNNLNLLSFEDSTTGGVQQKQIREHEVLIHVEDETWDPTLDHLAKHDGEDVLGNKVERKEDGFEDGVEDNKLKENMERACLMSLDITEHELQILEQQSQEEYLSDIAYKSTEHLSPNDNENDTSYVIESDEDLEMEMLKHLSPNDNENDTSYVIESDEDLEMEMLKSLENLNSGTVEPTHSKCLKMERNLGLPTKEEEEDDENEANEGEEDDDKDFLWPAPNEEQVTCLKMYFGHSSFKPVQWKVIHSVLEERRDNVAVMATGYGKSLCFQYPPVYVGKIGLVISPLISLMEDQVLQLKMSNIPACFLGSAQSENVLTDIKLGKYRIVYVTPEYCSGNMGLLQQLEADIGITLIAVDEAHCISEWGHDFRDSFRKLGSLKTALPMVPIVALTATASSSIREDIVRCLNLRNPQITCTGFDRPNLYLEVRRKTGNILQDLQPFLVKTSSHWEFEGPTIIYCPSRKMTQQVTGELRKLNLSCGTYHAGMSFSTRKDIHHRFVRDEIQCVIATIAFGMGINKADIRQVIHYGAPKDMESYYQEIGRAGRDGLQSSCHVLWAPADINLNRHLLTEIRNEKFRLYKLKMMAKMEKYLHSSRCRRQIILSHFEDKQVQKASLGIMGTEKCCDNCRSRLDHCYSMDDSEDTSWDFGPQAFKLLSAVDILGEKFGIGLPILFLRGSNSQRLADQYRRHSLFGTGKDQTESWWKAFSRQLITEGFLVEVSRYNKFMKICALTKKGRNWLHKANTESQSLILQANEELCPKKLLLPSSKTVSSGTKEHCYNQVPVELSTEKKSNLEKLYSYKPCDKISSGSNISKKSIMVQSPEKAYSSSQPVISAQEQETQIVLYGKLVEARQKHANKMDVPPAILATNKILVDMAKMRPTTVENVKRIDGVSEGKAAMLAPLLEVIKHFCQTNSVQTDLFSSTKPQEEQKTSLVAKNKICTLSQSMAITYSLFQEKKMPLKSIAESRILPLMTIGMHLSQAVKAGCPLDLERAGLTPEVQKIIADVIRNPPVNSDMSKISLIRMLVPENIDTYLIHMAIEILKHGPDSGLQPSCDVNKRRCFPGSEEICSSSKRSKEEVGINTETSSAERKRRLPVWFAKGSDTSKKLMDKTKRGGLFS
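WRN at 20 nM final preincubated with compound 15 min at room temperature; reaction started with 100 nM fluorophore/quencher forked duplex oligonucleotide and 2 mM ATP final. Unwinding followed kinetically by red fluorescence (ex 525, em 598 nm).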
EPAC1 antag: EPAC1 (human) antagonism; O95398; EPAC1 GEF assay, Rap1b-BODIPY-GDP exchange fluorescence; Potency, µM (top dose mostly 115 µM), without a hit: at the top dose activity change, negative = inhibition, hits mostly inhibitors; actives 0.14% (n = 360,000);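 further: potency means the concentration at half of the fitted maximal effect; plate controls were vehicle for no effect and positive control for full effect; nearly all actives have a fitted effect of over 50% in size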
EPAC2 antagonist: blocks human EPAC2 exchange factor | EPAC2 GEF exchange of Rap1B-BODIPY-GDP, fluorescence | Potency, µM (titrated, usually from 114 µM), for inactives: top-dose activity, negative = inhibition, usual class: inhibitors | actives 0.18% (n = 360,000); further: potency means the concentration at half of the fitted maximal effect; on the % scale 0 is the no-effect control and ±100 the full control effect; nearly all actives have a fitted effect of over 45% in size; many of its hits are not listed in these tables
MmCpn inh: blocks the Methanococcus maripaludis chaperonin Mm-Cpn; purified Mm-Cpn ATPase, ADP Transcreener TR-FRET; Potency, µM (titrated, usually from 76.9 µM), for the others: at the highest dose activity, negative = inhibition, actives largely listed as inhibitors; actives 0.031% (n = 330,000); further: potency means the concentration at half of the fitted maximal effect; on the % scale 0 is the no-effect control and ±100 the full control effect; nearly all actives have a fitted effect of over 80% in size
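ATPase turnover read by TR-FRET ADP competition (Eu cryptate antibody/ADP-d2, 665/590 nm): 10uM ATP final, 25nM Mm-CPN final, 30 min 37degC after 10-min compound preincubation, pH 7.4 Tris/KCl/MgCl2/DTT buffer.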
Active calls of the source: *; ? = inconclusive; / = no result given; [ ] = remark or other dose. Unless noted, the call rests on the fitted dose curve; in most records, active means well fitted curve in the direction sought with a large enough effect; inconclusive means small, poorly fitted or top-dose-only effect, or another doubt; inactive means no such curve, though single readings can be large; an effect the other way counts as inactive or inconclusive. Only part of the results is shown (hit frequency here may not be typical).

SMILES	CCT chaperon mod	EPAC1 ag	PLK1 PBD block	PI5P4K alpha inh	WRN inhibitor	EPAC1 antag	EPAC2 antagonist	MmCpn inh
CCOc1ccc(C(=O)Nc2nnc(C)s2)cc1OCC	-2.6	-2%	3%	4	-14%	23%	7%	-2%
Cc1cc(OC(C)C(=O)NCc2cccnc2)c2c(C)cc(=O)oc2c1 (stereo not given)	-0.2	4%	27µM*	4	-1%	3%	0%	-2%
Cc1cc(C(=O)CN2C(=O)C(=O)N(Cc3ccccc3)C2=O)c(C)n1Cc1ccccc1	-2.4	9%	4%	-6	-1%	4%	3%	-1%
O=C(NCC(=O)N(c1cccc(F)c1)C(C(=O)NCC1CCCO1)c1ccccc1)c1ccco1 (stereo not given)	-0.3	1%	-1%	1	8%	7%	6%	1%
O=C1/C(=C/c2cccnc2)Oc2cc(OS(=O)(=O)c3ccc(Cl)cc3)ccc21	1.8	1%	-3%	/	9%	11%	11%	2%
Cc1nc2c(C)cccc2cc1C(=O)N/N=C/c1ccc(N(C)C)cc1	-0.2	7%	1%	/	-6%	11%	4%	-9%
COc1cc(/C=N/Nc2nc(Nc3ccccc3)nc(N3CCCCC3)n2)ccc1OCC(=O)O	-1.6	2%	-8%	-14	3%	-21%	-16%	2%
S=c1nn[nH]c2ccccc12	3.5	8%	27µM*	-6	-1%	-5%	1%	/
O=C(COC(=O)/C=C/c1cccc(F)c1)NC(=O)NC1CCCC1	1.6	-1%	-3%	0	-8%	-6%	-17%	0%
Cc1cc(C(=O)N/N=C/c2cc([N+](=O)[O-])ccc2O)c2ccccc2n1	-0.7	2%	-9%	-7	-9%	-9%	10%	2%
OC1CC2CCC(C1)N2CCCN1c2ccccc2Sc2ccc(Cl)cc21 (stereo not given)	-0.9	-6%	3%	3	6%	-23%	8%	/
C=C(C)CSc1nc2ncc(Cl)cc2[nH]1	0.6	8%	-3%	0	-1%	8%	0%	2%
O=C(NCc1ccc2c(c1)OCO2)c1[nH]c(C(F)(F)F)nc1-c1ccccc1	0.8	2%	-1%	-4	-9%	-4%	9%	/
Cc1cccc(C(=O)Nc2ccc(C(=O)c3ccccc3)cc2)c1	-1.1	10%	-6%	3	0%	2%	5%	/
O=C(COC(=O)c1cccnc1Cl)c1ccc(OC(F)F)cc1	-0.6	-8%	-10%	7	-7%	-1%	-8%	-2%

Single records, as listed above. Values in the order: CCT chaperon mod, EPAC1 ag, PLK1 PBD block, PI5P4K alpha inh, WRN inhibitor, EPAC1 antag, EPAC2 antagonist, MmCpn inh
Results for O=C(NCC(=O)N(c1cccc(F)c1)C(C(=O)NCC1CCCO1)c1ccccc1)c1ccco1 (stereo not given) : -0.3, 1%, -1%, 1, 8%, 7%, 6%, 1%
Results for Cc1cc(OC(C)C(=O)NCc2cccnc2)c2c(C)cc(=O)oc2c1 (stereo not given) : -0.2, 4%, 27µM*, 4, -1%, 3%, 0%, -2%
Results for COc1cc(/C=N/Nc2nc(Nc3ccccc3)nc(N3CCCCC3)n2)ccc1OCC(=O)O : -1.6, 2%, -8%, -14, 3%, -21%, -16%, 2%
Results for C=C(C)CSc1nc2ncc(Cl)cc2[nH]1 : 0.6, 8%, -3%, 0, -1%, 8%, 0%, 2%
Results for Cc1cc(C(=O)N/N=C/c2cc([N+](=O)[O-])ccc2O)c2ccccc2n1 : -0.7, 2%, -9%, -7, -9%, -9%, 10%, 2%

Next results.
SMILES	CCT chaperon mod	EPAC1 ag	PLK1 PBD block	PI5P4K alpha inh	WRN inhibitor	EPAC1 antag	EPAC2 antagonist	MmCpn inh
O=S(=O)(c1ccc(Cl)cc1)N1CCN=C1SCc1cccnc1	1.0	6%	2%	0	5%	-24%	5%	3%
Cc1cc(Cl)ccc1NNC(N)=S	-0.6	7%	-21%	-3	-1%[11.6 µM]	-9%	3%	0%
CCN(CC)c1ccc(-n2c(C)c(C(C)=O)c(C(C)=O)c2C)cc1	-0.5	-10%	-1%	0	-7%	5%	1%	1%
COc1ccccc1N(CC(=O)Nc1cccnc1)S(C)(=O)=O	-7.1	-2%	-4%	/	-13%	-2%	-7%	-4%
CCc1ccc(NC(=O)C(C)OC(=O)/C=C/c2ccc(O)c(OC)c2)cc1 (stereo not given)	-3.5	2%	-1%	-2	-14%	-1%	-1%	0%
COc1ccc(Nc2nc(NCCO)nc(OC)n2)cc1	1.2	3%	-6%	-1	-7%	-8%	-16%	1%
CC1(Cc2ccc(F)cc2)C(=O)Nc2c(Cl)cccc21 (stereo not given)	-0.7	-7%	7%	-3	-1%	-9%	-17%	/
Cc1ccc(-c2nc3ccccc3[nH]2)cc1NC(=O)c1sc2cc(Cl)ccc2c1Cl	-0.2	-1%	1%	-9	4%	-8%	6%	-11%
COc1ccc(N2Cc3cccc(C(=O)N4CCN(C(=O)c5ccco5)CC4)c3C2=O)cc1	-0.1	-4%	?	-84*	50µM*	-22%	-9%	-2%
COc1cc(SC)ccc1C(=O)Nc1ccc(C)cc1C	-9.4	-3%	0%	24	-12%	4%	3%	-1%
O=C(O)C1C2C=CC(C2)C1C(=O)Nc1nccs1 (stereo not given)	-2.3	0%	-1%	1	7%	2%	14%	-2%
CCc1ccc(OCCNC(=O)OCc2ccccc2)cc1	-0.4	-6%	-2%	1	-6%	6%	-1%	1%
OC(c1ccccc1)(c1ccc(F)cc1)C(c1ccccc1)N1CCOCC1 (stereo not given)	-1.7	7%	-11%	6	0%	-15%	-11%	0%
CCOC(=O)[C@]12CCCC=C1N(Cc1ccccc1)C(=O)[C@H](CC(=O)NCc1cccs1)C2	/	-7%	-15%	3	3%	-9%	-11%	/
COc1ccc(N2CCN(C(=O)C(=O)c3c[nH]c4ccccc34)CC2)cc1	-1.6	1%	-12%	-4	-3%	-9%	-4%	0%
O=C(COC(=O)c1cc(=O)c2ccccc2o1)Nc1cc(Cl)ccc1Cl	0.6	-3%	-4%	3	3%	-4%	-1%	2%
Cc1cc(NC(=O)CCS(=O)(=O)c2nc(-c3ccccc3)cc(C(F)(F)F)n2)no1	-1.7	-20%	?	-5	-26%	-18%	3%	-7%
COc1ccc(NC(=S)N2CCC3CC2c2c(Cl)cccc23)c(OC)c1 (stereo not given)	2.7	-15%	-5%	-8	0%	-9%	-13%	/
COc1cc(NC(=O)CSc2ccc3c(c2)OCCO3)cc(OC)c1OC	-2.8	2%	-1%	-5	-2%	-13%	3%	4%
COc1ccc(N(CC(=O)Nc2cccc(OC)c2)S(=O)(=O)c2c(C)nn(C)c2C)cc1	0.2	12%	-8%	2	-14%	-13%	-5%	1%
COc1cc(S(=O)(=O)N(C)C2CCCCC2)c(C)cc1C	-3.2	-1%	-6%	9	6%	-12%	-29%	-1%
COc1ccc(NS(=O)(=O)c2cc(NC(=O)CCc3ccc(OC)c(OC)c3)ccc2N2CCOCC2)cc1	-3.3	19%	-3%	3	-6%	-1%	-9%	/
CC(CCc1ccccc1)NC(=O)CNC(=O)N1CC(=O)Nc2ccccc21 (stereo not given)	-1.4	4%	-13%	-1	6%	-24%	-2%	0%
N#Cc1cccc(NCC(=O)Nc2ccc3c(c2)OCCO3)c1	-2.2	9%	-8%	-6	-7%	-7%	-4%	0%
Cc1cccc(Nc2nnc(SCC(=O)c3ccc(Br)s3)s2)c1C	1.9	3%	-27%	-10	-6%	-19%	-9%	40µM*
Nc1ccc2c(c1)Cc1cc(N)c(Cl)cc1-2	-2.6	2%	-4%	17	-8%	-3%	-10%	/
CCN(CC)c1ccc2c(C)c(-c3ccc(N)cc3)c(=O)oc2c1	-0.5	6%	-2%	6	-15%	-6%	4%	0%
Cc1cccc(S(=O)(=O)Nc2ccc3c(c2)OCCO3)c1	-2.6	-7%	?	-9	0%	-8%	-20%	0%
COc1ccccc1C(=O)NC(=S)Nc1ccc(NC(=O)c2ccco2)cc1	1.1	6%	-12%	-3	-2%	9%	-2%	-2%
Cc1ccc(OCC(=O)Nc2ccc3c(c2)OCO3)c([N+](=O)[O-])n1	-7.2	11%	-6%	5	-2%	1%	0%	1%
CC(=O)Cc1nsc(NC(=O)c2cc(-c3cccc(C(F)(F)F)c3)oc2C)n1	-1.7	1%	-12%	/	-10%	0%	-6%	1%
OCCCNCc1cccc2ccccc12	1.5	0%	-4%	1	-32%[57.1 µM]	-14%	-6%	0%
Cn1c(SCC(=O)c2ccccc2)ncc(C(=O)Nc2ccc(F)cc2)c1=O	-2.6	2%	-7%	10	-2%	7%	0%	-6%
Cc1ccnc(NS(=O)(=O)c2ccc(N3C(=O)Nc4ccccc4N3O)cc2)c1	-4.5	2%	?	4	4%	?	-1%	2%
CCn1c(SCC(=O)Nc2nc(C)cs2)nnc1C(C)NC(=O)c1ccccc1 (stereo not given)	0.6	5%	30µM*	0	5%	-9%	-4%	0%
CCCCNC(=O)c1nn2c(C(F)(F)F)cc(-c3ccc(OC)cc3)nc2c1Br	-2.3	1%	12µM*	-12	?	15%	0%	-3%

Some entries already given with just WRN inhibitor, EPAC1 antag and EPAC1 ag:
compound	WRN inhibitor	EPAC1 antag	EPAC1 ag
O=C1/C(=C/c2cccnc2)Oc2cc(OS(=O)(=O)c3ccc(Cl)cc3)ccc21	9%	11%	1%
Cc1nc2c(C)cccc2cc1C(=O)N/N=C/c1ccc(N(C)C)cc1	-6%	11%	7%
COc1cc(/C=N/Nc2nc(Nc3ccccc3)nc(N3CCCCC3)n2)ccc1OCC(=O)O	3%	-21%	2%
